Bim-Mcl-1 = inhibitors of Bim-Mcl-1 interaction, human; inhibition, % at 10 µM; Bead-based flow cytometry, Bim peptide-Mcl-1 binding; AID 1009; Q07820; actives 0.1% (n = 190,000);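 further: 0% = no compound tracer wells and 100% = peptide blocker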
ABCG2 inh = inhibitors of human ABCG2 transporter, ABCB1 counter-screen; Q9UNQ0; IgMXP3 cells, JC-1 efflux, flow cytometry; inhibition, % at 6.6 µM; actives 0.1% (n = 190,000); AID 1325;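 active means inhibition above 80%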;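 further: 0% = DMSO and 100% = nicardipine control wells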
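Measure – % inhibition of efflux relative to nicardipine and DMSO · Test system – ABCG2 IgMXP3 and barcoded ABCB1 CCRF-Adr cell mix · Control set – nicardipine as high control, DMSO as low control · Compound – one concentration, 6.6 µM final · Signal – flow cytometry of retained JC-1 fluorescence · Timing – 10 min exposure at 25 °C with rotation, no wash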
Bim-Bfl-1 = disrupts Bim binding to human Bfl-1; Q16548; Bead-based flow cytometry, Bim-Bfl-1 binding inhibition; inhibition, % at 10 µM; actives 0.12% (n = 190,000); AID 1008;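 further: 0% = wells without compound plus tracer and 100% = blocker peptide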
Bim-Bcl-W = inhibitors of Bim-Bcl-W interaction, human | Q92843 | bead-based flow cytometry, Bim peptide-Bcl-W binding | inhibition, % at 10 µM | actives 0.02% (n = 190,000) | AID 952;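 further: 0% = bound tracer without compound and 100% = peptide blocker; higher means less fluorescent Bim peptide bound to Bcl-W beads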
RGS4-Gao reg = human RGS4-Galphao interaction regulation. P09471. binding response (% of control), % at 10 µM. AID 1415. actives 0.33% (n = 220,000). Multiplexed bead flow cytometry, RGS4-Galphao binding; actives lie on both sides; in the data active means binding response below about 49% or above about 150%; inactive means in between;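 further: fluorescent Galphao activated with aluminum fluoride binding bead-coupled RGS4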
Bim-Bcl-XL = disrupts Bim peptide binding to human Bcl-XL | Q07817 | bead flow cytometry, fluorescence | inhibition, % at 10 µM | actives 0.04% (n = 190,000)
RGS8-Gao reg = human RGS8-Galphao interaction regulation; P09471; multiplexed bead flow cytometry, RGS8-Galphao binding; actives lie on both sides; response (percent of control binding), % at 10 µM; actives 0.34% (n = 220,000); in the data active means response below about 60% or above about 140%; inactive means in between;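 further: Galphao activated as the GDP aluminium fluoride complex binding bead-coupled RGS8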
Bim-Bcl-2 = disrupts Bim peptide binding to human Bcl-2; AID 950; Bead-based flow cytometry, Bim peptide-Bcl-2 binding; inhibition, % at 10 µM; actives 0.06% (n = 190,000); P10415; in the data active means inhibition above about 40%; inconclusive means no clear call, values can overlap the other calls;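 further: 0% = no compound wells with probe peptide and 100% = reference peptide inhibitor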
RGS7-Gao = regulators of human RGS7-Galphao interaction | binding response (% of control), % at 10 µM | actives 0.35% (n = 220,000) | Multiplexed bead flow cytometry, RGS7-Galphao binding; actives lie on both sides; in the data active means binding response below about 49% or above about 150%; inconclusive means no clear call, values can overlap the other calls; inactive means in between;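 further: fluorescent Galphao held in activated GDP-AlF4 state binding bead-coupled RGS7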
ABCB1 inh = inhibitors of human ABCB1 transporter, ABCG2 counter-screen. P08183. CCRF-Adr cells, JC-1 efflux, flow cytometry. inhibition, % at 6.6 µM. actives 0.067% (n = 190,000); in the data active means inhibition above about 40%;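 further: 0% = vehicle and 100% = reference inhibitor; higher value means more JC-1 retained so stronger ABCB1 efflux block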
Target sequence (P08183 whole entry, looked up): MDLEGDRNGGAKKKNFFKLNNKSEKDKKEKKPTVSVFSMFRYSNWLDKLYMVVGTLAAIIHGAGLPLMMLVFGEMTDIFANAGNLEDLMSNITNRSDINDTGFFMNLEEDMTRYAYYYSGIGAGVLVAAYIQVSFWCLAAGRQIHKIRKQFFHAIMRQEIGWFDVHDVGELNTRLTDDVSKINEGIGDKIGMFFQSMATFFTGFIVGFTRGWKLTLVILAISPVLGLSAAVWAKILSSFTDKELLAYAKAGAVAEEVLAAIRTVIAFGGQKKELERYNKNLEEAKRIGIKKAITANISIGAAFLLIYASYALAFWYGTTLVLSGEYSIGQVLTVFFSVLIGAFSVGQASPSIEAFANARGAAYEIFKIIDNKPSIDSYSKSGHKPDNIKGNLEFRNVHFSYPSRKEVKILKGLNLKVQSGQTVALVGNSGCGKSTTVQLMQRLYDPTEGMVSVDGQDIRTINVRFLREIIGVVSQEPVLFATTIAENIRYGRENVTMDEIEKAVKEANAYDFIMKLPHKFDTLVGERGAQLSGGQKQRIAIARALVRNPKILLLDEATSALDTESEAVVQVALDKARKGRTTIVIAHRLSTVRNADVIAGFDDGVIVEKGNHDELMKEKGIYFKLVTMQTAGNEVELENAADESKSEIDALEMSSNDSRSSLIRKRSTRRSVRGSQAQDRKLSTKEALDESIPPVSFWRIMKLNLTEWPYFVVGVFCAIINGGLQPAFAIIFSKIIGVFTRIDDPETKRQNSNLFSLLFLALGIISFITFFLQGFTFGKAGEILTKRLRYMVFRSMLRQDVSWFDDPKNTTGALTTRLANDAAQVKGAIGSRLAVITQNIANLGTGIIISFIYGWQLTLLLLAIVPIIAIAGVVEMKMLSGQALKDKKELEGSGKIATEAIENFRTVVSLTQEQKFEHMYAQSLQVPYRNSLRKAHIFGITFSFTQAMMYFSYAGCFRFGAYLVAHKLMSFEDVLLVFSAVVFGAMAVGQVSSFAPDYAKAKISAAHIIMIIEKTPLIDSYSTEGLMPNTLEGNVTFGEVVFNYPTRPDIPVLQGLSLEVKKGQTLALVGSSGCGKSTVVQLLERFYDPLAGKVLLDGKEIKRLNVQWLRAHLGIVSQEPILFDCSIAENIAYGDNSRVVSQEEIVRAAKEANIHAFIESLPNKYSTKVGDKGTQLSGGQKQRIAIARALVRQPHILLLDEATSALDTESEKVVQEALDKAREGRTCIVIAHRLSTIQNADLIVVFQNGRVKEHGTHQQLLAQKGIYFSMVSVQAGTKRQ
Bcl-B Bim block = human Bim-Bcl-B interaction inhibition; inhibition, % at 10 µM; Q9HD36; bead-based flow cytometry, Bim peptide-Bcl-B binding; actives 0.073% (n = 190,000); AID 951;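 further: 0% = tracer peptide without compound and 100% = reference inhibitor peptide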
Starred values were filed as active, the others as inactive; ? = inconclusive; . = not tested or not shown. Unless noted, no stated cut-off is given here; in the data, active means inhibition above about 40%.

SMILES	Bim-Mcl-1	ABCG2 inh	Bim-Bfl-1	Bim-Bcl-W	RGS4-Gao reg	Bim-Bcl-XL	RGS8-Gao reg	Bim-Bcl-2	RGS7-Gao	ABCB1 inh	Bcl-B Bim block
COc1ccc(N(CC(=O)NCc2cccc(OC)c2)S(=O)(=O)c2c(C)noc2C)cc1	1	4	-9	1	98	-5	98	-9	96	3.5	-7
Cc1ccccc1-c1cc(-c2ccccc2O)n[nH]1	-1	24	-5	-3	95	1	80	-5	87	0.0	-2
Cc1cc(C(=O)NCCCN2CCN(c3cc(Cl)ccc3C)CC2)n(-c2ccccc2)n1	0	4	-12	0	102	-3	102	-8	99	3.4	-9
CCOC(=O)C(NC(=O)c1ccccc1)=C1C=C(C)OC(C)=C1	1	1	-1	0	103	-1	101	1	103	0.1	-1
CCn1c(C)[n+](CCOC(C)=O)c2cc(Cl)c(Cl)cc21	-1	4	-1	0	102	0	98	-1	98	0.2	-3
Cc1ccc(S(=O)(=O)C/N=C(/NC(=S)N(c2ccccc2)c2ccccc2)c2ccccc2)cc1	0	1	1	-1	100	-3	98	1	104	0.1	-3
CCOC(=O)c1ccc(Oc2c(C)oc3c(CN4CCN(C)CC4)c(O)ccc3c2=O)cc1	-3	2	-2	-3	96	-4	97	-1	95	0.6	0
C[C@H]1O[C@H](O[C@H]2[C@H](O)[C@@H](O)[C@@H](O[C@H]3[C@H](O)[C@@H](O)C(O)O[C@@H]3CO)O[C@@H]2CO)[C@H](O)[C@@H](O)[C@@H]1N[C@H]1C=C(CO)[C@@H](O)[C@H](O)[C@H]1O (stereo partly drawn)	-1	4	0	-1	98	0	98	-2	104	.	0
NC(=O)c1c(NC(NC(=O)c2ccco2)(C(F)(F)F)C(F)(F)F)sc2c1CCCC2	-3	0	0	1	104	-2	99	0	103	0.1	-11
Cc1cc(C)cc(-n2nnnc2SCC(=O)Nc2nc(-c3ccc(F)cc3)cs2)c1	2	0	-13	1	100	7	103	-11	101	-0.1	-5
CN(C)S(=O)(=O)c1cccc(N2C(=O)CC3(CCCCC3)CC2=O)c1	-2	22	0	-2	99	0	97	-1	100	1.1	0
COC(=O)c1ccc(NC(=O)CCc2c(C)nc3ncnn3c2C)cc1	-5	24	-15	0	102	-7	99	-7	97	-0.5	-11
COC(=O)c1cc(C#N)c(NCc2ccccc2)nc1C	0	-1	2	2	98	4	96	2	100	-0.2	0
CCCN(CCC)c1cc(Cl)nc(N)n1	0	2	-11	-2	99	-3	102	-4	100	0.1	-5
COc1ccc(OC)c(CN2CCN(S(=O)(=O)c3ccc(NC(C)=O)cc3)CC2)c1	0	8	-2	3	106	1	106	-1	?	1.9	0
CC(C)Oc1ccc(C(=O)NCC(=O)OCC(=O)N(C)Cc2cccs2)cc1	-1	1	-4	0	102	-1	104	1	99	0.3	-4
O=C(Nc1c(Cl)cc(Cl)cc1-c1nc2ccccc2s1)c1ccc(Br)o1	-1	2	-4	-1	97	0	100	0	98	0.5	3
CC(C)n1cnc2cc(NCc3nc4ccccc4n3C)ccc21	0	14	0	0	103	-4	103	0	104	0.9	-4
COc1ccc(CCNC(=O)CSc2ncn[nH]2)cc1	-91	-1	-8	1	78	13	94	-11	99	-1.3	-31
Cc1cnc(C(=O)N2CCCC(C(=O)c3ccc(C(C)(C)C)cc3)C2)cn1 (stereo not drawn)	11	5	-2	-4	103	-2	98	-2	98	0.8	-3
O=C(/C(=N\Nc1ccccc1)Sc1nnnn1-c1ccccc1)c1ccccc1	0	-3	-13	-3	89	-3	94	-5	91	-0.4	-6
CS/C(=N\S(=O)(=O)c1cccs1)Nc1ccc(F)c(Cl)c1	-4	-3	-12	-6	100	-14	101	-6	98	0.0	-10
CCNC(=O)COC(=O)c1ccc(-n2nc(C)cc2C)cc1	2	3	-3	-2	101	-3	100	0	101	0.1	-1
COc1ccc(OCCC(=O)NCc2ccccc2)cc1	-2	1	-2	0	99	0	102	-3	95	0.3	0
CC(CN1CCN(C)CC1)OC(=O)c1ccccc1Cl (stereo not drawn)	0	0	-3	6	102	1	100	-2	100	-0.1	-6
CC1(C)CC(CCC(=O)NC(=S)Nc2ccccc2Cl)C(=O)O1 (stereo not drawn)	-3	1	-9	-2	138	-4	75	-4	141	0.2	-5
CN1CCN(Cc2nc(Cc3cccc(F)c3)no2)CC1c1ccccc1 (stereo not drawn)	14	0	-5	10	100	1	101	0	95	0.0	0
Nc1nc(-c2cccnc2)nn1C(=O)c1ccco1	0	2	-6	0	100	-3	100	-6	103	0.2	-4
CC(C)NC(=O)C(OC(=O)c1ccccc1)C(OC(=O)c1ccccc1)C(=O)O (stereo not drawn)	-4	1	-3	-3	104	-4	102	-2	100	0.3	1
COc1ccc(-c2[nH]c3ccccc3c2SCCNC(=O)c2ccccc2)cc1	-6	11	1	-5	100	-5	93	-5	97	0.8	-5

One compound at a time (already shown). Screens in order: Bim-Mcl-1, ABCG2 inh, Bim-Bfl-1, Bim-Bcl-W, RGS4-Gao reg, Bim-Bcl-XL, RGS8-Gao reg, Bim-Bcl-2, RGS7-Gao, ABCB1 inh, Bcl-B Bim block
CCNC(=O)COC(=O)c1ccc(-n2nc(C)cc2C)cc1 is entered as 2, 3, -3, -2, 101, -3, 100, 0, 101, 0.1, -1
CN1CCN(Cc2nc(Cc3cccc(F)c3)no2)CC1c1ccccc1 (stereo not drawn) is entered as 14, 0, -5, 10, 100, 1, 101, 0, 95, 0.0, 0

The results go on.
SMILES	Bim-Mcl-1	ABCG2 inh	Bim-Bfl-1	Bim-Bcl-W	RGS4-Gao reg	Bim-Bcl-XL	RGS8-Gao reg	Bim-Bcl-2	RGS7-Gao	ABCB1 inh	Bcl-B Bim block
CCn1c(=O)[nH]c2ccccc2c1=O	0	2	-2	-1	98	0	100	0	100	0.4	0
Cc1cccc(C=Nc2ccc3c(c2)oc2ccccc23)c1O	-1	-5	-1	1	103	-4	102	1	101	-0.6	-2
COCCn1c(C)cc(C(=O)COc2nc3ccccc3nc2C)c1C	-2	6	-1	-1	104	-1	106	-3	104	1.5	0
O=C1CC(c2nc3ccccc3[nH]2)CN1c1cccc(C(F)(F)F)c1 (stereo not drawn)	-2	8	0	-2	100	-1	99	0	101	0.1	-5
CC1(C)CC(C)(O)P(=O)(c2ccccc2)O1 (stereo not drawn)	-4	-8	-9	0	98	-11	101	-4	98	-5.2	-6
FC(F)(F)c1ccc(N2CCN(c3ncnc4c3nnn4Cc3ccccc3)CC2)nc1	0	11	-16	-1	101	-8	100	-9	98	0.7	-8
C#CCOCCOCCOCCNc1nc(N2CCN(C(=O)[C@H](Cc3ccc(O)cc3)n3cc([C@@H](N)C(C)CC)nn3)CC2)nc(N2CCN(C(=O)[C@H](CCCCN)n3cc([C@@H](N)CO)nn3)CC2)n1 (stereo partly drawn)	-1	0	-5	-2	109	-3	108	-2	105	0.1	-2
COCCn1c(-c2ccc(C#N)cc2)nc2c1c(=O)[nH]c(=O)n2Cc1ccccc1	0	10	-3	0	101	1	103	-5	102	0.9	1
O=C(CN1C(=O)c2ccccc2S1(=O)=O)NCCSC1CCCCC1	0	10	-1	-2	92	2	86	-3	94	0.8	0
O=C1C(Cl)=C(NCCc2ccccc2)C(=O)N1CCc1ccccc1	0	3	1	1	96	-1	93	5	100	0.4	4
Cc1ccc(OCC(=O)N2CCCCCC2)c(C)c1	0	3	0	0	103	0	102	0	101	0.9	2
CN(C)S(=O)(=O)c1ccc(/C(O)=C2/C(=O)C(=O)N(Cc3cccnc3)C2c2ccncc2)cc1 (stereo not drawn)	0	1	0	0	101	0	102	-1	102	0.5	0
Cc1ccc(C)c2[nH]c(=O)c(CN(Cc3cccs3)C(=S)NCc3ccco3)cc12	-4	7	-9	-4	101	-8	99	-4	101	1.9	-13
COc1ccc(NC(=O)CSc2nnc(-c3ccccn3)n2N)cc1	1	6	0	3	99	0	91	3	96	1.7	2
O=S(=O)(c1cc(-c2nnc(-c3ccc(Br)cc3)o2)ccc1Br)N1CCCCCC1	-3	0	-4	-2	97	-3	102	-2	99	-1.8	-7
O=C(Nc1cccnc1)c1ccc2snnc2c1	0	6	-1	-3	98	0	101	-2	98	0.3	-1
COc1ccc(C(=O)NCC(C)CN(C)C)cc1 (stereo not drawn)	-1	0	-10	0	100	-3	100	-4	99	0.1	-6
CC1=C(C(=O)Nc2ccc(Br)cc2)C(c2ccco2)NC(=O)N1 (stereo not drawn)	1	6	-2	1	102	-1	118	1	104	0.5	1
C=CCn1c(SCCN2CCCC2)nc2c([nH]c3ccccc32)c1=O	-1	2	4	-7	99	-5	92	0	99	1.0	-1
C=CCOC(=O)C(C#N)c1nc2ccccc2nc1N1CCN(c2ccccc2OC)CC1 (stereo not drawn)	0	40	-14	0	104	-2	101	-5	102	15	-10
CCN(CC)S(=O)(=O)c1ccc(N2CCOCC2)c(NC(=O)C2COc3ccccc3O2)c1 (stereo not drawn)	2	25	0	1	101	1	100	0	102	2.2	0
O=C(Cc1ccccc1F)OCC(=O)N1CCN(C(=O)c2ccco2)CC1	-1	8	-13	-1	104	-7	108	0	105	0.9	-4
COC(=O)c1cccc(NS(=O)(=O)c2ccc(NC(C)=O)cc2)c1C	0	4	-2	-5	98	-1	99	0	98	0.8	-3
Cc1oc(-c2ccccc2Cl)nc1CS(=O)CC(=O)NCc1cccs1 (stereo not drawn)	0	2	-8	1	101	-3	100	-2	98	0.4	-5
CCc1nnc(NC(=O)CSc2nnc(-c3cc4ccccc4cc3O)n2CCOC)s1	1	4	-4	3	97	0	100	-3	99	0.6	-1
COc1ccc(C2C(C#N)=C(N)Oc3c2ccc2cccnc32)cc1OC (stereo not drawn)	0	15	-2	0	98	6	99	1	92	0.9	-3
CNC(=O)CN(c1cc(OCCOC)c(Cl)cc1Cl)S(=O)(=O)c1ccc(OC)cc1	0	0	-5	-2	103	-5	105	0	102	0.0	-4
C=CCn1c(SC(C)C(=O)NCc2ccc3c(c2)OCO3)nnc1C1CCCCC1 (stereo not drawn)	0	0	-1	1	93	0	96	-2	95	-0.1	0
COc1cccc(C(=O)NCc2n[nH]c(=S)n2-c2cccc(C)c2)c1	-7	5	-22	-9	96	-14	95	-16	96	1.1	-17
O=C(COc1ccc2ccc(=O)oc2c1)Nc1ccc(N2CCOCC2)cc1	-7	2	-3	-5	96	-5	99	-4	94	-3.2	-5
COc1ccc(C=C(C(C)=O)C(C)=O)cc1OC	0	7	-1	0	104	-4	105	4	104	2.4	1
C[C@]12CCC3C(CC=C4C[C@@H](O)CC[C@@]43C)C1CCC2[C@]1(C)CCC(=O)O1 (stereo partly drawn)	-1	1	0	2	98	0	102	0	101	0.2	0

Molecules listed so far that have a CF3 group (3):
SMILES	Bim-Mcl-1	ABCG2 inh	Bim-Bfl-1	Bim-Bcl-W	RGS4-Gao reg	Bim-Bcl-XL	RGS8-Gao reg	Bim-Bcl-2	RGS7-Gao	ABCB1 inh	Bcl-B Bim block
NC(=O)c1c(NC(NC(=O)c2ccco2)(C(F)(F)F)C(F)(F)F)sc2c1CCCC2	-3	0	0	1	104	-2	99	0	103	0.1	-11
O=C1CC(c2nc3ccccc3[nH]2)CN1c1cccc(C(F)(F)F)c1 (stereo not drawn)	-2	8	0	-2	100	-1	99	0	101	0.1	-5
FC(F)(F)c1ccc(N2CCN(c3ncnc4c3nnn4Cc3ccccc3)CC2)nc1	0	11	-16	-1	101	-8	100	-9	98	0.7	-8

Screening data from PubChem.
